Screening data from PubChem BioAssay.
IMPase Li cell: IMPase inhibition in cells with lithium potentiation; CHO-M1 cells, IP1 TR-FRET (IP-One), carbachol + lithium; Potency, µM (series often up to 59.4 µM), for inactives: top-dose activity, negative = IMPase inhibition, actives largely listed as inhibitors; 0.35% of 210,000 active; AID 1457;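 further: IP1 builds up when IMPase is blocked and the TR-FRET signal falls; plate controls were basal vehicle for no effect and high inhibitor control for full effect; nearly all actives have a fitted effect of over 50% in size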
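Test compounds were applied to CHO-M1 cells previously cultured for 16–30 h at 2000 per well. A small lithium amount accompanied them; after 30 min at 37C, IP1 was quantified by TR-FRET.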
RGS12 GoLoco inh: RGS12 GoLoco-Gai1 interaction inhibition; P63096; Potency, µM (series often up to 61.6 µM), without a hit: at the highest dose activity, negative = inhibition, hits mostly inhibitors; AID 880; Gai1:RGS12 GoLoco peptide FP, rhodamine, 10 min; 0.44% of 230,000 active; active means well fitted inhibition curve with a large enough effect, not every such curve was filed as active; inactive means no such curve, though single readings can be large or run the other way; further: on the % scale 0 is the no-effect control and ±100 the full control effect; nearly all actives have a fitted effect of over 30% in size; many of its hits are not listed in these tables
Target sequence (P63096 whole entry, looked up): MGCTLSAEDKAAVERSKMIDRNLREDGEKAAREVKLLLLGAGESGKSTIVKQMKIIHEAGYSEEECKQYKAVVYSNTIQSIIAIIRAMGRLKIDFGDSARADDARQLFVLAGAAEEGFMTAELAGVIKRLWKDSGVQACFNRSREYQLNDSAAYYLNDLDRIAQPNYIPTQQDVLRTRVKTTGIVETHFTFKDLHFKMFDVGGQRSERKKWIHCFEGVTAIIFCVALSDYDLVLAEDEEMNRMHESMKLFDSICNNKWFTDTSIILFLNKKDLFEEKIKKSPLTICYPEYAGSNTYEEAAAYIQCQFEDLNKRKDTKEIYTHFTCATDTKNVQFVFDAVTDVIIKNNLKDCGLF
GAA glycogen mod: GAA glycogen-cleavage inhibition or activation; recombinant GAA, glycogen substrate, Amplex Red glucose oxidase fluorescence; Potency, µM (top dose mostly 76.4 µM), without a hit: at the highest dose activity change, negative = inhibition, usual class: inhibitors; 0.38% of 300,000 active; AID 2100;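 further: 0% = full enzyme reaction and -100% = no-enzyme basal signal; the screen sought inhibitors and activators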
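Recombinant human enzyme (4 nM); glycogen substrate; 37 C, 40 min, pH 5.0. Readout: coupled glucose oxidase/Amplex Red fluorescence.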
aGlu spleen mod: lysosomal alpha-glucosidase (human) modulation. P10253. human spleen homogenate, 4-MU-alpha-glucoside fluorescence. Potency, µM (series often up to 79.9 µM), without a hit: at the highest dose activity change, negative = inhibition, most hits filed as inhibitors. 0.006% of 240,000 active. AID 2112;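 further: 0% = enzyme with vehicle and -100% = no enzyme basal signal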
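Enzyme source: human spleen homogenate, 1 ug/well. Buffer 50 mM citric acid/K phosphate pH 5.0, 0.01% Tween-20. 4-MU-alpha-glucoside 1 mM; 37 C x 40 min; NaOH/glycine stop; fluorescence.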
HttQ103 aggreg: mutant huntingtin aggregation inhibition; PC12 HttQ103-GFP aggregates, Acumen cytometry, 40 h; 1.1% of 220,000 active; Potency, µM (titrated, usually from 46.1 µM), for the others: top-dose activity change, negative = inhibition, hits mostly inhibitors; further: on the % scale 0 is the no-effect control and ±100 the full control effect; nearly all actives have a fitted effect of over 60% in size
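Inducible Q103 Huntingtin exon 1–GFP PC12 line, 1500 cells/well in phenol red free DMEM with 5% equine and 5% calf serum. Tebufenozide 100 nM induced expression; compounds titrated; aggregates quantified by cytometry.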
HTT ATP protect: cytoprotection in Huntington HTT-Q103 PC12 cell model; 0.14% of 230,000 active; Potency, µM (highest dose often 56.4 µM), for the others: cytoprotection (ATP increase), most hits filed as activators; PC12 HTT-Q103 induced, cytoprotection, ATP luminescence, 40 h;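 further: % of control where 0% means no effect; nearly all actives have a fitted effect of over 45% in size; toxic huntingtin expression switched on by the ecdysone agonist tebufenozide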
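Huntington model: PC12 line, ecdysone-inducible HTTQ103 exon1–GFP, tebufenozide 100 nM. Test articles in a dose series. Endpoint luminescence from cellular ATP.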
GAA inhib: alpha-glucosidase (human) inhibition; purified human GAA, 4-MU-alpha-glucoside fluorescence; P10253; AID 1466; Potency, µM (series often up to 76.9 µM), inactives show at the top dose activity change, negative = inhibition, actives largely listed as inhibitors; 0.005% of 200,000 active;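 further: plate controls were uninhibited enzyme wells for no effect and no-enzyme background for full effect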
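Fluorescence at Ex 365/Em 440 nm from 4-methylumbelliferone reported enzyme activity after 20 min at room temperature. Reactions used 4 nM enzyme and 400 uM substrate at pH 5.0; curves fitted with the Hill equation.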
The depositor's hits bear a star; ? = inconclusive; . = no result given; & = joins results of further samples; [ ] = dose if it differs, or a comment. Unless noted, the call rests on the fitted dose curve; in most records, active means well fitted curve in the direction sought with a large enough effect; inconclusive means small, poorly fitted or top-dose-only effect, or another doubt; inactive means no such curve, though single readings can be large; an effect the other way counts as inactive or inconclusive. Potency means the concentration at half of the fitted maximal effect.

Below each SMILES: IMPase Li cell | RGS12 GoLoco inh | GAA glycogen mod | aGlu spleen mod | HttQ103 aggreg | HTT ATP protect | GAA inhib
#1 COc1ccc(C(c2nnnn2Cc2ccc(F)cc2)N2CCN(c3ccc(OC)cc3)CC2)cc1 (centres undefined)
  5%[38.3 µM] | -11% | -5% | -3% | 8% | -12% | -9%
#2 CC(=O)c1cc2c(cc1NC(=O)CSc1nnc(C)s1)OCO2
  19%[38.3 µM] | 10% | 4% | 0% | -17% | 7% | ?
#3 CN(C)C(CNC(=O)c1cccc(C#N)c1)c1ccco1 (centres undefined)
  2% | 3% | 8% | 4% | 12% | -10% | 4%
#4 O=C(CCC1CCCN(Cc2ccc(O)c(Cl)c2)C1)NCc1ccccc1F (centres undefined)
  21% | 5% | 1% | 0% | 16%[9.22 µM] | 16%[10 µM] | -23%
#5 CC(C)=C[C@H]1[C@@H](COC(=O)c2cc3c(cc2Cl)OCO3)C1(C)C
  18% | -2%[14.2 µM] | . | . | . | 8%[10 µM] | .
#6 O=[N+]([O-])c1cc(S(=O)(=O)c2ccc(N3CCCCC3)c([N+](=O)[O-])c2)ccc1N1CCCCC1
  10% | -5% | -3% | 12% | -31% | 30%[10 µM] | ?
#7 O=C(NC1CCCC1)c1ccc(CN2CCOCC2)cc1
  27%[38.3 µM] | -8% | 11% | -15% | 6% | 0% | 0%
#8 Cc1nnc(SCC(=O)NC2CCS(=O)(=O)C2)n1Cc1ccccc1 (centres undefined)
  9% | -7% | 0% | -1% | -4% | -14% | 1%
#9 CC(=O)c1cccc([N+](=O)[O-])c1
  -12% | 9% | . | -2% | . | -7% | .
#10 CCOC(=O)NC(NC(=O)OCC)C(=O)c1ccccc1
  1%[38.3 µM] | 2% | -1% | 10% | 16% | 19% | -4%
#11 O=C(NCc1ccccc1Cl)c1ccc(S(=O)(=O)Nc2cccc(C(F)(F)F)c2)cc1
  5% | 1% | -3% | -6% | -15% | -3%[10 µM] | -7%
#12 COc1cccc(NC(=O)CN2C(=O)NC(C)(CC(C)C)C2=O)c1 (centres undefined)
  6% | 3% | 1% | 8% | 5% | -32%[inhibitor] | 1%
#13 COc1cccc(-c2nnc3sc(-c4ccc(C)cc4)nn23)c1
  -5%[38.3 µM] | 96%[activator] | 13% | -7% | -8% | -55%[inhibitor] | 5%
#14 CCCCCCCCCC(=O)N/N=C/c1ccc(C)s1
  57%[activator][38.3 µM] | 7% | -6% | -5% | 9% | -1% | -7%
#15 Fc1cc(F)c(C2SCCN2C(=S)Nc2cccc(C(F)(F)F)c2)c(F)c1 (centres undefined)
  . | -16% | -15% | 10% | 14%[9.22 µM] | 14%[10 µM] | -22%
#16 COc1cc(O)c(C(CCN2CCCC2)c2cc(OC)c(OC)c(OC)c2)c(OC)c1 (centres undefined)
  . | 3% | 15% | 3%&2% | -4%[9.22 µM] | 5%[10 µM] | .
#17 Cc1nn(Cc2ccccc2)c(Cl)c1C(=O)NCc1ccc(C)n1C
  4%[38.3 µM] | 14% | 28% | -2% | -2% | -8%[10 µM] | 0%
#18 CN(C)/C=N/C(=S)Nc1ccc(F)cc1
  -11%[38.3 µM] | 4% | -14% | -5% | 20% | 0% | 0%
#19 Cc1ccc(NC(=S)NC(=O)c2ccc(-c3ccccc3)cc2)c(C)c1
  10%[38.3 µM] | 5% | -6% | -4% | -29% | -12% | ?
#20 CCO[C@H]1OC(C(=O)N2CCN(Cc3ccccc3)CC2)=C[C@@H](c2coc3ccccc3c2=O)[C@@H]1CCCO
  -5% | -3% | 14% | -7% | -4%[9.22 µM] | 11%[10 µM] | .
#21 COc1cccc(-c2nc(CS(=O)(=O)CC(=O)N3CCN(c4ccccn4)CC3)c(C)o2)c1
  23%[38.3 µM] | 9% | -4% | -4% | -8% | 1%[10 µM] | 1%
#22 O=S(=O)(c1ccc2ccccc2c1)N1CCCOC1
  -3%[38.3 µM] | -1% | 17% | -1% | -11% | -14% | -1%
#23 Cc1cc(Cl)c2cc3ccccc3cc2n1
  . | 8% | 2% | 0% | 0%[9.22 µM] | -5%[10 µM] | .
#24 Cc1ccc(N2C(=O)CN=C2Nc2nc(C)cc(C)n2)cc1
  . | 3% | 3% | 0% | 8%[9.22 µM] | 21%[10 µM] | .
#25 Cc1c(-n2c(SCC(=O)N(C)C3CCS(=O)(=O)C3)nc3ccccc3c2=O)c(=O)n(-c2ccccc2)n1C (centres undefined)
  -16% | -9% | 4% | 5% | -13% | -29% | -3%
#26 Cc1cc(C)n2nc(C(=O)N3CCCC(CNS(=O)(=O)c4cccs4)C3)cc2n1 (centres undefined)
  12% | 5% | -8% | -14% | 26%[9.22 µM] | 28%[10 µM] | 4%
#27 CC(C)NC(=O)c1sc2nc3c(c(-c4cccs4)c2c1N)CN(C)CC3
  15%[38.3 µM] | 5% | 11% | 2% | 14% | -3% | -7%
#28 COC(=O)C1OC(=O)C2O[C@@]23[C@]2(C)C(OC(C)=O)CC4C(C)(C)C(=O)CC[C@]4(C)C2CC[C@@]13C (some centres undefined)
  0% | 8% | . | 6% | . | -70%[inhibitor] | .
#29 CCCn1nnnc1NCc1cccn1C
  7%[38.3 µM] | -6% | 0% | 1% | 12% | 6% | -8%
#30 COc1ccc(OCC(=O)Nc2ccc(S(=O)(=O)Nc3nc(C)cc(C)n3)cc2)cc1
  7% | 3% | 21% | -5% | . | . | 9%
#31 CCn1cc([N+](=O)[O-])c(C(=O)NCc2ccc(Cl)cc2)n1
  -2% | 11% | 21% | -5% | 7%[9.22 µM] | 30%[10 µM] | ?
#32 O=C(OCc1c(Cl)cccc1Cl)c1cnccn1
  28%[38.3 µM] | -1% | 1% | -5% | -5% | -6% | -12%
#33 COC(=O)C1CSC(C(=O)OC)N1C(=O)Nc1c(C)cccc1C (centres undefined)
  -12%[38.3 µM] | -7% | 4% | 0% | 5% | 15% | 8%
#34 O=C1OCCN1C(=O)[C@H]1[C@H](c2ccc([N+](=O)[O-])cc2)C(c2cccc(Cl)c2)=NN1c1ccc(Br)cc1
  -1% | -1% | . | 9% | . | -50%[inhibitor][40.3 µM] | .
#35 CC(C)(Oc1ccc(Cl)cc1)C(=O)N/N=C/c1cn[nH]c1-c1ccccc1
  57%[activator][38.3 µM] | -3% | -14% | 0% | -9% | -6% | ?
#36 CN(C)c1ccc(C(=O)OCC(=O)c2cccs2)cc1
  18% | 7% | 7% | -3% | 3% | 6%[10 µM] | -6%
#37 CCOc1ccccc1NC(=O)CCn1cccc1
  1% | 4% | 8% | -8% | -9% | -2% | 2%
#38 COc1ccc2cc(CN(CCCN3CCOCC3)Cc3nnnn3C3CCCCC3)c(=O)[nH]c2c1
  -4%[38.3 µM] | 5% | 9% | -5% | 5% | -16% | -8%
#39 CC(c1ccc(Cl)cc1)n1c(-c2ccc3ccccc3n2)n[nH]c1=S (centres undefined)
  5%[38.3 µM] | 5% | -29% | -1% | -3% | 0% | -4%
#40 CC(C)Nc1cc(C(C)(C)C)nc2c(-c3ccccc3)cnn12
  . | 2% | -18% | -4% | -6%[9.22 µM] | 8%[10 µM] | .
#41 O=C1C2CC=C(Cl)CC2C(=O)N1CC1OCCc2ccccc21 (centres undefined)
  23%[38.3 µM] | -21% | -4% | -4% | 30% | 14% | -21%
#42 Cc1cc2n(n1)C(c1ccco1)Nc1ccccc1-2 (centres undefined)
  -18%[38.3 µM] | 3% | -12% | -3% | 18% | 3% | 11%
#43 Cc1ccnc(Sc2nc3c(c(=O)[nH]c(=O)n3C)n2CCCc2ccccc2)n1
  -5%[38.3 µM] | -1% | 8% | 3% | -1% | -24%[10 µM] | 8%
#44 Cc1ccccc1Cn1c(=N)n(CC(O)c2ccco2)c2ccccc21 (centres undefined)
  -2% | 10% | 3% | 4% | 6% | -23%[0.074 µM] | -2%
#45 C=CCSCC(N)C(=O)O (centres undefined)
  2% | -2% | . | 7% | . | . | .
#46 O=C(CSc1nnc(C2COc3ccccc3O2)o1)N1CCOCC1 (centres undefined)
  6%[38.3 µM] | 3% | 8% | 6% | 8% | -2% | -9%
#47 O=C(Cc1ccc(Cl)cc1)Nc1ccncc1
  11% | 4% | 10% | -10% | 21%[9.22 µM] | ? | 6%
#48 CCc1cc(Cl)c(OC)c(C(=O)NC[C@@H]2CCCN2CC)c1O
  10%&21% | -56% | . | -2% | . | -62%[inhibitor] | .
#49 COCCNC(=O)/C(C#N)=C/c1ccc(OC(=O)c2cccs2)c(OC)c1
  20% | 9% | -2% | -5% | 11% | -42%[inhibitor] | 1%
#50 O=C(O)Cc1c[nH]c2ccc(F)cc12
  1% | 1%[14.2 µM] | . | . | . | -8%[10 µM] | .
#51 CC(C)OP(=O)(OC(C)C)C(Nc1cccc(C(=O)O)c1)c1ccccc1 (centres undefined)
  . | 5% | 7% | -3% | 44%[9.22 µM] | 28%[10 µM] | 5%[15.4 µM]
#52 Cc1ccc(C2C(C(=O)c3cccs3)=C(O)C(=O)N2c2nnc(C)s2)cc1 (centres undefined)
  ? | -9% | 2% | . | -3% | -49%[inhibitor] | -6%
#53 Cc1ccc(-n2ncc(C#N)c2/N=C/N2CCOCC2)cc1
  17%[38.3 µM] | 6% | 2% | 1% | 2% | 15% | -1%
#54 Cc1c2c(=O)n(-c3nc4ccccc4s3)nc-2cc(O)n1Cc1ccccc1
  . | 43%[activator] | 8% | 1% | -20%[9.22 µM] | -13%[10 µM] | .
#55 CCC(Cc1ccccc1)NC(=O)C1CCC(CNc2c(N3CCCC3)c(=O)c2=O)CC1 (centres undefined)
  -2%[38.3 µM] | 4% | 14% | -16% | 13% | -14% | -6%
#56 Cc1ccc(S(=O)(=O)Nc2c(C)nc3nc[nH]n3c2=O)c(C)c1
  -7% | -8% | -4% | 5% | -8% | -26% | 2%
#57 COc1ccc(C(=O)NNC(=O)c2cc(C)[nH]n2)cc1
  0% | 3% | 2% | 0% | 9% | . | -1%
#58 Fc1ccc(Nc2nc(Oc3ccc4c(c3)OCO4)nc(N3CCOCC3)n2)c(F)c1
  0%[38.3 µM] | 4% | 10% | -5% | -3% | 15% | -3%

3 structures from above, ordered by molecular weight, lowest first.
Below each SMILES: IMPase Li cell | RGS12 GoLoco inh | GAA glycogen mod | aGlu spleen mod | HttQ103 aggreg | HTT ATP protect | GAA inhib
#50 O=C(O)Cc1c[nH]c2ccc(F)cc12
  1% | 1%[14.2 µM] | . | . | . | -8%[10 µM] | .
#53 Cc1ccc(-n2ncc(C#N)c2/N=C/N2CCOCC2)cc1
  17%[38.3 µM] | 6% | 2% | 1% | 2% | 15% | -1%
#46 O=C(CSc1nnc(C2COc3ccccc3O2)o1)N1CCOCC1 (centres undefined)
  6%[38.3 µM] | 3% | 8% | 6% | 8% | -2% | -9%

Only part of the results is shown, so the mix of outcomes need not match the whole.
